RNase H inhibition = RNase H inhibition, HIV 1 Gag Pol polyprotein, FRET biochemical assay, screening (AID 372); HIV-1 RT RNase H, FRET RNA/DNA substrate fluorescence; higher % means a stronger effect; 100,000 compounds, 0.77% hits; inhibition, % at 10 µM; hits with a dose series show IC50 in µM; in the data active means inhibition above about 50%
Active calls of the source: *. A portion of the library; the hit share may differ from the screen's.

A first look:
SMILES | RNase H inhibition
NC(=O)c1ccccc1NC(=O)c1ccncc1 | 0%
CCc1cc(C)cc(OCC(O)Cn2c(C)nc3ccccc32)c1 (stereo not drawn) | 8%
C=CCn1c(SCC(O)Cn2c3ccccc3c3ccccc32)nnc1-c1ccco1 (stereo not drawn) | 10%

Results, from the start:
SMILES | RNase H inhibition
NC(=O)c1ccccc1NC(=O)c1ccncc1 | 0%
CCc1cc(C)cc(OCC(O)Cn2c(C)nc3ccccc32)c1 (stereo not drawn) | 8%
C=CCn1c(SCC(O)Cn2c3ccccc3c3ccccc32)nnc1-c1ccco1 (stereo not drawn) | 10%
CCc1nc(N=C(N)N)nc2cc(C)ccc12 | 6%
COC(=O)c1cccc(-n2c(C)cc(/C=C3\SC(=O)NC3=O)c2C)c1C | 8%
O=C(COC(=O)c1cc2ccccc2oc1=O)c1ccc([N+](=O)[O-])cc1 | 6%
O=C1CC(N2CCN(c3ccccc3F)CC2)C(=O)N1c1cccc(Cl)c1 (stereo not drawn) | 0%
Cc1ccc(-n2nc3ccc(NC(=S)NC(=O)c4ccccc4F)cc3n2)cc1Cl | 14%
O=C(NCCN1CCOCC1)c1ccc(F)cc1 | 0%
Cc1cccc(C(=O)N2CCN(C)CC2)c1 | 0%
c1ccc(C2CCC(N3CCN(Cc4ccncc4)CC3)CC2)cc1 (stereo not drawn) | 15%
CCOc1ccc(/C=N/Nc2nc(C)cs2)c(O)c1 | 7%
CCN1C(=O)/C(=C\c2ccc(-c3ccc(Cl)cc3Cl)o2)SC1=S | 0%
Cc1ccccc1C(=O)NNC(=O)c1ccco1 | 0%
O=C(NCCNC(=O)c1cccc(O)c1)c1cccc(O)c1 | 17%
CCN1C(=O)/C(=C/c2cccc(Cl)c2Cl)SC1=S | 20%
Cc1ccc(-c2csc(-c3cc4cc(Br)cc([N+](=O)[O-])c4oc3=O)n2)c(C)c1 | 13%
O=C(Nc1ccc(Cl)c(Cl)c1)N1CCCC1 | 14%
COc1ccccc1C(=O)Nc1cc(C(F)(F)F)ccc1Br | 0%
CCCCN(CCCC)C(=O)c1ccc(OC)cc1 | 14%
N#Cc1c(NC(NC(=O)c2cccs2)C(Cl)(Cl)Cl)sc2c1CCCC2 (stereo not drawn) | 0%
CCN(C(=O)c1cc(Cl)ccc1OC)C1CCCCC1 | 4%
Fc1ccccc1NC(=S)NCCN1CCOCC1 | 43%
CCOc1cc(/C=C2/C(=O)NC(=O)N(c3ccc(C(C)C)cc3)C2=O)cc([N+](=O)[O-])c1O | 18%
CC(=O)NCC(=O)OCC(=O)OCN1C(=O)c2ccccc2C1=O | 9%
COc1ccc(/C=N/S(=O)(=O)c2ccc(C)cc2)cc1 | 0%
CCN(CC)S(=O)(=O)c1cc(C(=O)Nc2ccccc2OC)ccc1Cl | 4%
CC(C)=N/N=C1/NC(=O)C(CC(=O)Nc2ccc(C)c(C)c2)S1 (stereo not drawn) | 5%
COc1ccc(OCCCCOc2cccc(Cl)c2)cc1 | 25%
CC(C)Cn1c(=O)c(C(=O)Nc2ccc(Cl)cc2)c(O)c2ccccc21 | 1%
O=C(Nc1cccc2ccccc12)c1nn(C23CC4CC(CC(C4)C2)C3)cc1[N+](=O)[O-] | 2%
COC(=O)C1=C(C)N(c2cccc(C(F)(F)F)c2)C(=O)C1 | 7%
O=S(=O)(Nc1ccccc1)c1ccc2c(c1)OCCO2 | 5%
O=C(CSc1nnc(-c2ccco2)n1-c1ccccc1)Nc1ccccc1[N+](=O)[O-] | 11%
Cc1cc(C)c(S(=O)(=O)N=Nc2c(O)n(C)c3ccccc23)c(C)c1 | 12%
CON1C(=O)CN(C(C)=O)C1c1ccc(Cl)cc1Cl (stereo not drawn) | 2%
CC(C)(Cc1ccc(O)cc1)NC(=O)CC(=O)N/N=C/c1c(O)ccc2ccccc12 | 4%
CCc1c(C#N)c(N)nc(SCC(=O)c2ccc(C)cc2)c1C#N | 13%
Oc1c(Br)cc(Br)cc1C=Nc1cccc2nsnc12 | 0%
Cc1cccc(OCCOc2ccc(Cl)cc2/C=C2/SC(=S)N(C)C2=O)c1 | 23%
CCOC(=O)C1=C(NC(=S)NC(=O)c2ccccc2)c2ccccc2CC1(C)C | 28%
COC(=O)c1cccc(NC(=O)/C=C/c2ccc(OCc3ccc(Cl)cc3)c(OC)c2)c1 | 17%
Nc1ccc(S(=O)(=O)Nc2cccc3cccnc23)cc1 | 7%
O=C(CSc1nc2sc3c(c2c(=O)n1-c1ccccc1)CCCC3)NC1CCCC1 | 19%
Cc1c(C(=O)N2CCC(C)CC2)cccc1[N+](=O)[O-] | 4%

An excerpt of these results, as labelled records:
molecule: COC(=O)C1=C(C)N(c2cccc(C(F)(F)F)c2)C(=O)C1
  RNase H inhibition = 7%

molecule: Cc1c(C(=O)N2CCC(C)CC2)cccc1[N+](=O)[O-]
  RNase H inhibition = 4%

molecule: CCc1c(C#N)c(N)nc(SCC(=O)c2ccc(C)cc2)c1C#N
  RNase H inhibition = 13%

molecule: O=C(CSc1nc2sc3c(c2c(=O)n1-c1ccccc1)CCCC3)NC1CCCC1
  RNase H inhibition = 19%

(more compounds)
SMILES | RNase H inhibition
COc1cc(/C=C(\C#N)c2nn(CCO)c(N)c2C#N)ccc1OCc1ccc(Cl)cc1Cl | 22%
CC(=O)n1cc(/C=C2\Sc3ccccc3C2=O)c(-c2ccccc2)n1 | 11%
O=C1NC(=O)C(=Cc2ccc(OCc3ccc(C(=O)O)cc3)cc2)C(=O)N1 | 9%
CCO/N=C(\c1nonc1N)N1CCOCC1 | 19%
COc1cc(/C=C2/SC(=S)N(C)C2=O)cc(Cl)c1OCc1ccccc1Cl | 5%
COc1ccc2nc(SCC(=O)NCCc3ccccc3)[nH]c2c1 | 8%
COc1cc(Br)cc(C=Nc2ccccc2SC)c1O | 3%
COc1ccc(C(=O)Nc2ccc(-c3nc4cc(Cl)cc(Cl)c4o3)cc2)cc1OC | 5%
COc1cc(CN2CCN(c3ccccn3)CC2)cc(OC)c1O | 2%
O=C(CSc1nnc(-c2cccc(Br)c2)o1)c1ccccc1 | 14%
COc1cc(C2SCC(=O)N2Cc2ccco2)ccc1O (stereo not drawn) | 5%
COc1ccc(OC)c(N(CC(=O)Nc2ccccc2Cl)S(=O)(=O)c2ccccc2)c1 | 13%
CC(=O)c1cccc(NC(=O)C(C)Sc2ccc(Cl)cc2)c1 (stereo not drawn) | 0%
C(=N\Nc1ccc2ccccc2n1)/c1ccc2c(c1)OCO2 | 2%
CC1=C(C(=O)OC(C)C)C(c2ccc(N(C)C)cc2)NC(=O)N1C (stereo not drawn) | 1%
Cc1ccc(NC(=O)CC2Sc3ccccc3NC2=O)c(Br)c1 (stereo not drawn) | 8%
CN(C)c1ccc(NC(=O)c2ccc(Cl)c([N+](=O)[O-])c2)c2ccccc12 | 15%
C=CCNC(=O)CN(c1ccc(OC)cc1)S(=O)(=O)c1ccc(C)cc1 | 11%
CN1CCN(C(=O)CN(c2ccccc2F)S(C)(=O)=O)CC1 | 43%
O=C(NCCc1ccccc1)C(=O)N/N=C/c1ccc(Br)cc1 | 2%
COc1ccc(C(=O)NC2CCC(CC3CCC(NC(=O)c4ccc(OC)c(OC)c4)CC3)CC2)cc1OC (stereo not drawn) | 6%
COc1cc(/C=N\NC(=O)c2cccc(Cl)c2)ccc1OCCOCCOc1ccc(C)cc1 | 15%
COc1cc(C2Nc3ccccc3C(=O)N2Cc2ccccc2)ccc1O (stereo not drawn) | 9%
O=C(c1cc(F)c(F)cc1[N+](=O)[O-])N1CCOCC1 | 7%
O=C(c1ccc(-c2ccccc2)cc1)N1CCN(C2CCN(Cc3ccccc3)CC2)CC1 | 7%
Cc1ccc(OCCOc2ccccc2C=C2C(=O)NC(=S)NC2=O)c(C)c1 | 20%
c1ccc(C23CN4CCN(CC(C4)C2=N/N=C2\C4CN5CCN(C4)CC2(c2ccccc2)C5)C3)cc1 | 5%
CCOc1cc(C=C2C(=O)NC(=O)NC2=O)ccc1OCCOc1ccc(OC)cc1 | 7%
CCOC(=O)CNC(=O)c1cc(-c2ccccc2)nc2ccccc12 | 0%
O=C(NCCNc1ccc([N+](=O)[O-])cc1Cl)c1ccccc1F | 7%
Brc1cccc(-c2nc(-c3cccnc3)no2)c1 | 28%
COc1ccc(/C(C)=N/NC(=O)CSc2ncccn2)cc1 | 12%
CCCc1[nH]n(-c2ccc([N+](=O)[O-])cc2)c(=O)c1/C=C1/C=Nc2ccccc21 | 9%
COc1ccc(S(=O)(=O)Nc2cc(Cl)c(Cl)cc2Cl)cc1 | 0%
CCCCOc1ccc(/C=N/NC(=O)COc2ccccc2Br)cc1 | 11%
COc1ccc(N=C2SC(C(=O)N3CCN(c4ccc([N+](=O)[O-])cc4)CC3)CC(=O)N2C)cc1 (stereo not drawn) | 13%
CC1CCCN(C2=NC(=O)/C(=C\c3cccc(O)c3)S2)C1 (stereo not drawn) | 12%
COC(=O)c1ccccc1NC(=O)C1CC(=O)N(c2ccc(C)cc2)C1 (stereo not drawn) | 28%
O=S(=O)(c1ccc(Br)cc1)N1CCN(C/C=C/c2ccccc2)CC1 | 12%
C=CCn1c(O)c(C2=c3ccccc3=NC2=O)sc1=N | 39%
CCN1C(=O)/C(=C\C=C\c2cccc([N+](=O)[O-])c2)SC1=S | 17%
CCOC(=O)/C(=C\c1ccc(-c2ccc(S(N)(=O)=O)cc2)o1)C(C)=O | 11%
COc1ccc(CN2CCN(C(=O)c3ccc([N+](=O)[O-])cc3)CC2)c(OC)c1 | 0%
COC(=O)c1c(C)oc2ccc(OCc3c(F)cccc3Cl)cc12 | 11%
Cc1ccc2[nH]c3nc(N/N=C/c4cc(Br)cc(Br)c4O)nnc3c2c1 | 5%

7 entries from above, sorted by length of the SMILES, low to high:
SMILES | RNase H inhibition
Brc1cccc(-c2nc(-c3cccnc3)no2)c1 | 28%
COc1ccc(/C(C)=N/NC(=O)CSc2ncccn2)cc1 | 12%
COC(=O)c1c(C)oc2ccc(OCc3c(F)cccc3Cl)cc12 | 11%
COC(=O)c1ccccc1NC(=O)C1CC(=O)N(c2ccc(C)cc2)C1 (stereo not drawn) | 28%
Cc1ccc2[nH]c3nc(N/N=C/c4cc(Br)cc(Br)c4O)nnc3c2c1 | 5%
CCOC(=O)/C(=C\c1ccc(-c2ccc(S(N)(=O)=O)cc2)o1)C(C)=O | 11%
COc1ccc(N=C2SC(C(=O)N3CCN(c4ccc([N+](=O)[O-])cc4)CC3)CC(=O)N2C)cc1 (stereo not drawn) | 13%

Continuation.
SMILES | RNase H inhibition
Cc1ccc2c(C)nc(Nc3nc4ccccc4c(=O)[nH]3)nc2c1 | 0%
COc1ccc(C(=O)NC(=S)Nc2cccc(-c3nc4ccccc4o3)c2)cc1Br | 14%
N#Cc1ccc(/C=N/Nc2nc(-c3ccccc3)cs2)cc1 | 9%
O=C(CCCN1C(=O)c2ccccc2C1=O)NCc1ccco1 | 0%
CCOC(=O)C1=C(C(=O)OCC)SC(=C2C(=S)C(C)(C)N(C(=O)c3cccc(F)c3)c3c(C)cccc32)S1 | 20%
O=C(COc1ccc(Br)cc1Cl)Nc1ccc(Cl)cc1Cl | 36%
CN1C(=O)/C(=C\c2ccc(N(C)C)cc2)OC1=S | 18%
CCOc1ccccc1N1C(=O)c2cccc3cccc(c23)C1=O | 8%
Cc1ccc(/C(N)=N/OC(=O)c2cccc(I)c2)cc1 | 15%
COc1cc([N+](=O)[O-])ccc1N1C(=O)C2C3C=CC(C)(O3)C2C1=O (stereo not drawn) | 0%
COc1ccc(C(=O)Nc2ccc(C)c(C)c2)cc1OC | 1%
Nc1ccc(C(=O)Nc2cccc3ccccc23)cc1 | 11%
O=C(Nc1cc(Cl)ccc1Cl)C1CC(=O)N(C2CCCCC2)C1 (stereo not drawn) | 8%
Cc1ccc(N2C(=O)C3C4C=CC(CC4)C3C2=O)cc1 (stereo not drawn) | 0%
COc1ccccc1/C=C(\NC(=O)c1ccccc1)C(=O)Nc1cccc(C(C)=O)c1 | 7%
Oc1ccc(C(c2ccc(O)cc2)C(Cl)(Cl)Cl)cc1 | 18%
Cc1sc(NC(=O)c2cc(Cl)ccc2[N+](=O)[O-])nc1-c1ccccc1 | 19%
COc1ccc(CCNS(=O)(=O)c2ccc3ccccc3c2)cc1OC | 12%
COC(=O)C1=C(C)NC2=C(C(=O)CCC2)C1c1cccc(Cl)c1Cl (stereo not drawn) | 8%
COc1ccc(C2N(O)C(C)(C)C(c3ccccc3)=[N+]2[O-])cc1 (stereo not drawn) | 0%
CCOc1cccc(N2C(=O)CC(N3CCN(Cc4ccccc4)CC3)C2=O)c1 (stereo not drawn) | 8%
CS(=O)(=O)N(CC(=O)Nc1ccc(Br)cc1)c1ccc(Cl)cc1 | 2%
Cc1cc(NS(=O)(=O)c2ccc(NC(=O)c3cccc(Br)c3)cc2)no1 | 31%
O=C1NC(=S)N(c2cccc(Cl)c2Cl)C(=O)/C1=C/c1ccc(O)cc1 | 18%
CCOc1ccc(C(=O)Nc2nnc(C)s2)cc1 | 2%
Cc1nn(C(CC(=O)O)C(=O)O)c(C)c1I (stereo not drawn) | 0%
COc1nccnc1NS(=O)(=O)c1ccc(N=Cc2c(C)[nH]n(-c3ccc(C)cc3)c2=O)cc1 | 11%
Cc1cc(/C=C2/NC(=O)NC2=O)c(C)n1-c1ccc(F)cc1 | 5%
C/C(=N\NC(=O)c1ccc(C(=O)N/N=C(\C)c2cccs2)cc1)c1cccs1 | 10%
Cc1ccc2nc(-c3ccc(NC(=O)CCc4ccccc4)cc3)sc2c1 | 5%
COc1ccc2c(c1)nc(SCc1ccccc1)n2C | 13%
COc1ccc(C(=O)OCCNC(=O)c2ccc[n+](C)c2)cc1OC | 0%
Cc1ccc(C(=O)N/C(=C/c2ccc(Cl)cc2)c2nc3ccccc3[nH]2)cc1 | 27%
CCC1CCc2c(sc(NC(=O)COc3ccc(Cl)cc3Cl)c2C(N)=O)C1 (stereo not drawn) | 11%
Cc1ccc(C(=O)/C=C/c2ccc3ncccc3c2)cc1 | 0%
COc1cc(C2NC(=S)NC(C)=C2C(=O)Nc2cccc(C)c2)ccc1O (stereo not drawn) | 1%
COc1ccc(S(=O)(=O)N(CCc2ccccc2)CC(=O)NCCc2ccccc2)cc1 | 8%

Bioassay records deposited in PubChem BioAssay by MTDP.
